SMARCA2 activ – activators of SMARCA2 function. MG213 cells, MMTV-luciferase reporter, dexamethasone, overnight. activation, % at 9.1 µM. 370,000 tested, 1% active. AID 652017; in the data active means activation above about 7.8%;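 further: 0% = vehicle wells and 100% = reference activator wells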
NR1D1 modulator – modulators of human Rev-erb alpha DNA binding. activity, % at 10 µM. P20393. Rev-erbα–FITC-DNA binding, fluorescence polarization, 90 min. AID 1259318. 370,000 tested, 0.79% active;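 active means activity above about 14%, limit read from the data; passing the limit was not always enough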;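 further: 0% = DMSO wells with 35 nM protein and 100% = DMSO wells with 750 nM protein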
hgDAF-12 ag – hgDAF-12 agonism, primary luciferase screen; AID 687014; HEK293 GAL4-hgDAF12 UAS-luciferase reporter, agonist luminescence; normalized to butyrate control; activation, % at 6.8 µM; 370,000 tested, 1.8% active;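 active means activation above a cutoff set at the mean of all screened compounds plus 3 SD, cut at about 10% in these data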;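 further: 0% = DMSO wells and 100% = sodium butyrate wells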
DAX1 inh-1 – inhibitors of DAX1 repression of SF-1 activated StAR promoter. AID 652010. HEK293T StAR-luciferase reporter, SF-1/DAX-1 repression relief. inhibition, % at 6.8 µM. 370,000 tested, 1.1% active;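 active means inhibition above the mean over all tested compounds plus 3 SD, cut at about 3.6% in these data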;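 further: 0% = DAX-1 cells with DMSO and 100% = cells lacking DAX-1 with DMSO; higher inhibition means more luminescence from relief of DAX-1 repression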
PLCg1 inh – inhibitors of human phospholipase C gamma1 | 370,000 tested, 0.84% active | P19174 | inhibition, % at 12.2 µM | purified PLC-gamma1, fluorogenic substrate, fluorescence; in the data active means inhibition above about 9.5%
PLC-beta3 inh – blocks human PLC-beta3 enzyme activity; Q01970; Purified PLC-beta3, fluorogenic substrate, fluorescence; inhibition, % at 12.2 µM; 370,000 tested, 0.18% active; AID 720704; in the data active means inhibition above about 11%;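 further: 0% = median of compound wells on plate and 100% = full blocker control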
DAX1 inh-2 – inhibits human nuclear receptor DAX1 | inhibition, % at 6.75 µM | AID 504766 | P51843 | HEK293 Gal4-DAX1 luciferase reporter, luminescence | 340,000 tested, 0.99% active;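 active means inhibition above the mean over all tested compounds plus 3 SD, cut at about 4.2% in these data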;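 further: 0% = DAX1-transfected cells with DMSO and 100% = empty-vector control cells with DMSO; inhibition shows as a rise in luminescence from relieved DAX1 repression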
MBD2 DNA inh – inhibitors of human MBD2 binding to methylated oligonucleotide; Q9UBB5; AID 686964; TR-FRET; 370,000 tested, 0.31% active; inhibition, % at 4.4 µM; in the data active means inhibition above about 13%
Target sequence (Q9UBB5 whole entry, looked up): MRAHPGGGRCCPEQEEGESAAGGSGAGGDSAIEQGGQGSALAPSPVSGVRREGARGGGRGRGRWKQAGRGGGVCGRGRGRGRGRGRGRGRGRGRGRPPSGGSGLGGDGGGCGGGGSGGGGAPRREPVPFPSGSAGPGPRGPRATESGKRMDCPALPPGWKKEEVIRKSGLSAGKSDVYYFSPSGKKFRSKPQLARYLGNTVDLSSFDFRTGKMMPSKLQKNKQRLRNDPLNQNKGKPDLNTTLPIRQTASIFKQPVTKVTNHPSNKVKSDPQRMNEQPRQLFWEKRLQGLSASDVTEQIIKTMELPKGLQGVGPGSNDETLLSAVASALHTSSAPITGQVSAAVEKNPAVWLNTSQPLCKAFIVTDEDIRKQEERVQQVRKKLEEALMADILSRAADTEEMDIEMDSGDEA
ADAM17 inh – ADAM17 inhibition, QFRET primary screen | recombinant ADAM17, EDANS/DABCYL FRET peptide cleavage | 370,000 tested, 0.83% active | P78536 | inhibition, % at 6.95 µM;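 active means inhibition above the mean of compounds lying between control limits plus 3 SD, set per campaign, cut at about 8.5% in these data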;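 further: 0% = DMSO-only wells as the low control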
Target sequence (P78536 215-824 limits assumed): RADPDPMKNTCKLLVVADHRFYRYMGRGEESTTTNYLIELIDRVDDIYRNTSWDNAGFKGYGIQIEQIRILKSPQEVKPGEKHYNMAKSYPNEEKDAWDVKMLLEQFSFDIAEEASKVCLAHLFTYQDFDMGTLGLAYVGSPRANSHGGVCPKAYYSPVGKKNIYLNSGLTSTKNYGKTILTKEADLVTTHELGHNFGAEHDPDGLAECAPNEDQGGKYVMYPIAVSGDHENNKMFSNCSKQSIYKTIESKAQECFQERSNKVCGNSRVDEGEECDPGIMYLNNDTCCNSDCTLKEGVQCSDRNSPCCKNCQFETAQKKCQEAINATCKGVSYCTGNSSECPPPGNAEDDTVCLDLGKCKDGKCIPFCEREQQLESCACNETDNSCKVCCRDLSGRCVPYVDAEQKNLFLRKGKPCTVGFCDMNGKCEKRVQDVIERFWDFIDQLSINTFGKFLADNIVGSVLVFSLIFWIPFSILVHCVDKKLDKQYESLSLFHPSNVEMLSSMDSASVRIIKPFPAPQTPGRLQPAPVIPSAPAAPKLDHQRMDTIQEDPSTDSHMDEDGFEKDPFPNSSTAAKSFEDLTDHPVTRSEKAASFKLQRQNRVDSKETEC
ssDAF-12 act – S. stercoralis DAF-12 activation, primary screen; AID 652126; 370,000 tested, 1% active; activation, % at 6.8 µM; HEK293 ssDAF-12/GRIP1 lit1-tk-luc reporter, luminescence; % of 3 µM dafachronic acid response;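 active means activation above the mean over all tested compounds plus 3 SD, cut at about 0.9% in these data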;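 further: 0% = DMSO-only wells and 100% = 3 µM delta7-dafachronic acid wells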
hcDAF-12 act – H. contortus DAF-12 activation, primary screen; 370,000 tested, 1.4% active; AID 652067; activation, % at 6.8 µM; HEK293 hcDAF-12 lit1-tk-luc reporter, luminescence; 0% DMSO, 100% Δ7-dafachronic acid;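 active means activation above the mean of all tested compounds plus 3 SD, cut at about 5.5% in these data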;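 further: 100% = response to 3 µM Δ7-dafachronic acid high control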
The depositor's hits bear a star; i = inactive; / = no result given; & = joins results of further samples.

nr | canonical_smiles | SMARCA2 activ | NR1D1 modulator | hgDAF-12 ag | DAX1 inh-1 | PLCg1 inh | PLC-beta3 inh | DAX1 inh-2 | MBD2 DNA inh | ADAM17 inh | ssDAF-12 act | hcDAF-12 act
1 | COc1ccc(C(=O)CSc2nc3nn(-c4ccccc4)c(=O)c-3c3n2CCCCC3)c(OC)c1 | -3 | -9 | -0.5 | 0.9 | -1 | -6 | 0.0 | 0 | -4 | -1.4 | 0.9
2 | CC[N+](CC)(CCCCS(=O)(=O)[O-])CCNP1(=O)C=C(c2ccccc2)OC(c2ccccc2)=C1 | -1 | -5 | 1.0 | 0.1 | -2 | 4 | -0.2 | 1 | -2 | -1.4 | -1.5
3 | CCN(C(=O)COC(=O)c1ccccc1NCc1ccco1)c1c(N)n(Cc2ccccc2)c(=O)[nH]c1=O | 2 | -4 | 1.0 | -0.6 | -213 | -268 | 0.0 | -4 | -286 | -0.8 | -0.6
4 | CCc1ccc(NC(=O)C2CCN(S(=O)(=O)c3cccs3)CC2)cc1 | -2 | -2 | -0.5 | -0.6 | 0 | 1 | -0.9 | 2 | -1 | -1.3 | -3.0
5 | CC(C)[C@@H]1CC[C@@H](C)C[C@H]1O | -3 | -3&-3 | -0.7 | -0.2 | 0 | 2 | / | -3 | -4 | -0.7 | -1.2
6 | COc1ccccc1/C=C/C=N/NC(=O)c1ccncc1 | 1 | 1 | -4.8 | -0.4 | -48 | -56 | -1.0 | -6 | -4 | -1.3 | -2.4
7 | COCCCNC(=O)c1ccc2c(=O)n(Cc3ccccc3OC)c(=S)[nH]c2c1 | -2 | 3 | -0.8 | -0.4 | 2 | -2 | -1.0 | -7 | -1 | -1.6 | -0.9
8 | CC(=O)N1Cc2cc(C(=O)NCC(F)(F)F)nc(-c3cccc(-c4cccnc4)c3)c2[C@@H]1CCO | -3 | -2 | 1.3 | -0.3 | -2 | 0 | / | 4 | 3 | -0.6 | -0.5
9 | CC(=O)N(c1ccccc1)c1nc(/C=C/C(=O)O)cs1 | 2 | 2 | -3.5 | -0.2 | 2 | 1 | 1.8 | -1 | 3 | -1.4 | -0.2
10 | CCOc1ccc(NC(=O)CSC2=NN3CCCC(=O)N=C3S2)cc1 | 0 | 1 | 2.4 | -0.4 | 2 | -6 | -0.6 | -4 | 0 | -0.8 | 2.6
11 | CCc1[nH]nc(C(=O)N2CCCC(C(=O)c3cccc(OC(C)C)c3)C2)c1C (stereo not drawn) | 2 | -1 | -0.5 | -0.6 | 1 | -5 | 0.0 | -2 | -1 | -1.0 | -2.7
12 | COc1ccc(NC(=O)CS(=O)CC(=O)Nc2ccc(OC)c(OC)c2)cc1 (stereo not drawn) | -3 | 2 | -1.6 | -0.5 | 1 | 2 | 0.3 | -2 | -2 | -1.0 | 0.2
13 | Cc1cnn(C(=O)c2cc(-c3ccccn3)nc3ccc(Cl)cc23)c1 | -4 | 8 | -0.6 | -0.3 | -2 | -12 | -1.1 | -5 | -7 | 0.3 | 2.8
14 | COn1c(-c2ccccc2)nc2c1CCc1c-2no[n+]1[O-] | 2 | 2 | -0.5 | -0.8 | 1 | 3 | -1.4 | -5 | -2 | -1.1 | -0.7
15 | O=C(NCC1CCCO1)C1CCN(C2CCN(Cc3ccco3)CC2)CC1 (stereo not drawn) | 0 | -7 | -1.7 | -0.1 | 0 | 2 | 0.6 | -4 | -1 | -0.7 | 0.1
16 | N#C/C(=C\c1c[nH]c2ccccc12)C(=O)Nc1ncc(Cc2ccc(Cl)cc2Cl)s1 | -4 | -3 | -0.8 | 0.2 | 0 | -1 | 0.6 | -5 | 1 | -1.4 | 0.8
17 | COc1cccc(-c2cc(C(=O)Nc3ccccc3)c3ccccc3n2)c1 | 1 | 6 | -1.7 | -0.1 | -2 | -4 | / | -1 | 2 | -0.7 | 1.8
18 | CCCCn1c(SCC(=O)NCc2ccco2)nnc1-c1ccoc1C | -3 | -4 | 2.2 | -0.5 | -52 | -8 | -0.3 | 3 | -4 | -1.1 | -1.0
19 | CC1=C(C(=O)N2CCCCCC2)CC(CC(=O)NCc2ccco2)C(=O)N1Cc1ccccc1 (stereo not drawn) | -4 | -1 | -0.1 | 0.4 | 1 | 0 | / | -2 | 2 | -1.4 | -1.3
20 | COC(=O)CSc1nnc(SCc2ccccc2)s1 | -5 | 2 | 1.5 | 0.1 | -2 | -2 | 1.3 | 2 | -3 | -1.1 | -0.1
21 | COc1ccc(CCNC(=O)c2cccnc2)cc1OC | -2 | 2 | 5.0 | -0.9 | 1 | 2 | 0.5 | -1 | -5 | -0.8 | -0.6
22 | CC(C)(C)C(=O)Nc1ccc(/C=C/C(=O)c2ccco2)cc1 | 2 | -8 | 6.5 | 0.7 | -125 | -180 | 0.6 | -4 | -70 | -0.3 | 1.7
23 | Cc1cc(C(=O)N/N=C2/CC(C)CC(C)(C)C2)c(C)o1 (stereo not drawn) | 7 | 1 | 9.7 | 0.9 | -1 | 3 | 0.8 | -4 | -1 | -1.6 | 1.4
24 | Cc1ccc(S(=O)(=O)NCCC(=O)Nc2ncccc2O)cc1C | -2 | 6 | 0.1 | -0.7 | 1 | -10 | 0.3 | -5 | -3 | -1.2 | 0.3
25 | COc1cc(OC)cc(C(=O)N2CCN(C3CCCCC3)CC2)c1 | -2 | 3 | 2.1 | -0.3 | 0 | -5 | 0.6 | 5 | -3 | -0.9 | -2.2
26 | CCOc1ccc(NC(=S)Nc2cccc3cnccc23)cc1 | -1 | 4 | 0.8 | -0.6 | -22 | -22 | -0.7 | -4 | -6 | 0.2 | -0.4
27 | CCO[C@H]1OC(C(=O)NCc2ccccc2)=C[C@@H](C)[C@@H]1CCCO | 1 | -4 | 1.0 | -0.2 | 0 | -1 | 1.5 | 0 | -5 | -1.1 | -1.8
28 | Cc1nn(-c2ccccc2Cl)c(Cl)c1/C=C(\C#N)C(N)=O | 0 | -3 | -1.4 | -0.3 | 1 | -2 | 0.1 | 2 | 1 | -0.7 | -1.2
29 | O=C(C[C@H]1C[C@H](C(=O)N2CCCCC2)[C@@]2(CCc3ccccc3)c3[nH]c4cc(-c5ccco5)ccc4c3CCN2C1=O)NCc1cccc(C(F)(F)F)c1 | -1 | 7 | -1.2 | -0.3 | -205 | -340 | -0.7 | 0 | -66 | -0.8 | -1.8
30 | CCOCCCn1c(=S)[nH]c2cc(C(=O)NCC(OC)OC)ccc2c1=O | -1 | -4 | 2.4 | -0.1 | -1 | 0 | 0.1 | -5 | 0 | -1.3 | -1.1
31 | O=C(CN1C(=O)NC2(CCCC2)C1=O)OCc1ccc(Cl)cc1Cl | -1 | 4 | -1.2 | 0.3 | 2 | -5 | -0.8 | 8 | -2 | -1.4 | -1.5
32 | O=[N+]([O-])c1ccc2c(c1)nc1n2CCCCC1 | 0 | 3 | -1.9 | -0.1 | 2 | 0 | 1.1 | 1 | -3 | -1.3 | -1.2
33 | Cc1ccc(/C=C/C(=O)N2CCN(S(=O)(=O)/C=C/c3ccccc3)CC2)o1 | 1 | -2 | 1.8 | -0.5 | 2 | -1 | 2.1 | 0 | 0 | -0.4 | -1.6
34 | Cn1c(=O)c2cc(NC(=O)Cc3ccccc3F)ccc2n1C/C=C/c1ccccc1 | 0 | 1 | 5.8 | 0.7 | -160 | -213 | / | 8 | -246 | -1.4 | -0.9
35 | Cc1cccc(NC(=O)CCCNC(=O)c2ccc(Cl)cc2)n1 | -1 | -5 | -1.6 | 1.6 | -1 | -1 | 1.0 | 1 | -1 | -0.2 | -1.4
36 | O=C(CSCc1ccc(Cl)cc1Cl)Nc1nccs1 | 2 | -2 | 0.7 | -0.2 | 0 | -1 | 2.8 | 6 | -4 | -0.3 | -0.9
37 | O=C(Nc1ccc(OC(F)(F)F)cc1)c1cccc(-n2cnnn2)c1 | -4 | -2 | 0.4 | -0.2 | -3 | -6 | -0.9 | 0 | -2 | -1.1 | -3.3
38 | O=C(c1ccc(NS(=O)(=O)c2cccs2)cc1)N1CCN(c2ccccc2Cl)CC1 | 0 | -3 | -0.7 | 0.1 | -2 | -4 | -0.2 | 7 | 1 | -0.5 | -1.5
39 | O=C(Nc1ccc(Cl)cc1)c1csc(Cc2ccccc2)n1 | -3 | 3 | 1.7 | 0.0 | -1 | 0 | 2.9 | -2 | -1 | -0.9 | 2.5
40 | CCCc1cc(=O)oc2c(CN3CCN(C)CC3)c(O)ccc12 | -2 | 0 | -0.2 | -0.2 | i | i | 0.6 | 3 | i | -1.2 | -1.0
41 | O=C(Nc1nnc(-c2ccccc2Cl)o1)c1ccco1 | 0 | -6 | 9.9 | 0.0 | 2 | 2 | 0.3 | 4 | -4 | -0.6 | 3.8
42 | COc1cc2c(cc1OC)[C@@H](NC(=O)CCc1ccccc1)[C@H](OCc1ccccc1)C2 | 2 | -2 | -1.3 | 0.0 | 3 | 0 | -0.6 | 5 | 2 | -1.3 | 0.1
43 | COc1ccc(/C=C2/C(=O)N(c3ccccc3)N=C2C)cc1OC | 1 | 1 | -0.9 | 0.3 | 19* | 10 | -1.1 | 9 | 2 | -0.2 | 1.2
44 | CN(c1ccccc1)c1nc(N)c([N+](=O)[O-])c(N2CCOCC2)n1 | -1 | 0 | 1.2 | -0.3 | 5 | -2 | -0.6 | -1 | 4 | -1.0 | 0.5
45 | O=C1CSC(c2ccc([N+](=O)[O-])cc2)N1c1ccc(O)cc1 (stereo not drawn) | -2 | -2 | -0.1 | 0.4 | 6 | -3 | 1.9 | -2 | 4 | -1.0 | -0.7
46 | COc1cc2sc(-c3ccc(S(C)(=O)=O)cc3)c(C(=O)NCc3ccc(C)o3)c2cc1OC | 2 | 1 | 0.5 | -0.3 | i | i | -2.3 | 4 | -186 | -1.4 | -0.7
47 | CCOc1ccc(CCNC(=O)Cc2ccc(NC(=O)C3=C(C)OCCS3)cc2)cc1 | 4 | 0 | 2.7 | -0.2 | -3 | -5 | 0.4 | -5 | -22 | -1.0 | 0.4
48 | CS(=O)(=O)c1ccc(-c2nnn(CC(=O)Nc3ccc4c(c3)OCCO4)n2)cc1 | -1 | 6 | -1.3 | -0.6 | 0 | -5 | -0.2 | 4 | -1 | -1.5 | -0.3
49 | O=C(CNC(=O)c1ccccc1F)N/N=C/c1ccc2c(c1)OCO2 | 1 | -3 | 3.6 | 0.3 | 2 | 3 | 0.2 | -3 | 1 | -0.6 | 3.9
50 | Cc1ccc(OCC(=O)NCCCNC(=O)c2cccnc2)cc1 | 0 | 3 | -1.6 | -0.5 | 1 | -3 | -0.6 | -5 | 0 | -1.0 | -2.5
51 | CCOc1cc(/C=N/O)ccc1OS(=O)(=O)c1ccc(C)cc1 | -4 | -1 | -2.9 | -0.4 | 0 | 1 | -1.2 | -4 | 8 | -1.1 | -3.4
52 | O=C(COC(=O)c1ccc(S(=O)(=O)C(F)F)cc1)NC(=O)NC1CCCCC1 | -2 | -9 | 0.5 | 0.4 | 0 | -3 | -1.6 | -5 | 0 | -0.8 | -1.2

An excerpt of these results, with two lines to a compound.
Each structure is followed by: SMARCA2 activ	NR1D1 modulator	hgDAF-12 ag	DAX1 inh-1	PLCg1 inh	PLC-beta3 inh	DAX1 inh-2	MBD2 DNA inh	ADAM17 inh	ssDAF-12 act	hcDAF-12 act
[36] O=C(CSCc1ccc(Cl)cc1Cl)Nc1nccs1
→ 2	-2	0.7	-0.2	0	-1	2.8	6	-4	-0.3	-0.9
[37] O=C(Nc1ccc(OC(F)(F)F)cc1)c1cccc(-n2cnnn2)c1
→ -4	-2	0.4	-0.2	-3	-6	-0.9	0	-2	-1.1	-3.3

Bioassay records from PubChem BioAssay.
